# FXIa inh mix – blocks human factor XIa in pooled compound mixtures; 0.19% of 62,000 active; P03951; AID 680; purified FXIa, fluorogenic substrate; inhibition, % at 5 µM;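 also: each value is inhibition by a whole ten-compound pool holding the compound; 0% = enzyme with no mixture and 100% = wells lacking enzyme; strong numbers were not always called active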
# CatB mix inh – inhibitors of human cathepsin B in compound mixtures. AID 488. inhibition, %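 (ten-compound pools at 5 µM per compound and 50 µM total)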. 0.06% of 62,000 active. P07858. Purified cathepsin B, AMC dipeptide fluorescence; in the data active = inhibition above about 22%, passing the limit was not always enough; inconclusive = no clear call, values can overlap the other calls;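 also: 0% = enzyme without compound and 100% = no enzyme blank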
# FXIIa inh mix – inhibitors of human coagulation factor XIIa, pooled mixtures; P00748; purified FXIIa, fluorogenic substrate; inhibition, % at 5 µM; 0.2% of 62,000 active; AID 684;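 also: 0% = enzyme without compound and 100% = no enzyme blank; some results filed as inactive read as strong as hits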
# C1s inh – human complement C1s inhibition. 0.16% of 62,000 active. AID 538. P09871. purified C1s, fluorogenic AMC substrate, pooled mixtures. mean inhibition % of two 10-compound mixtures (hits give high values), % at 5 µM (by protocol);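 active = inhibition above 20% in each of the two 10-compound mixture wells holding the compound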;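 also: 0% = enzyme wells lacking compound mixture and 100% = no-enzyme blank wells; some compounds called inactive have numbers as strong as hits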
# Target sequence (P09871 16-437 limits assumed): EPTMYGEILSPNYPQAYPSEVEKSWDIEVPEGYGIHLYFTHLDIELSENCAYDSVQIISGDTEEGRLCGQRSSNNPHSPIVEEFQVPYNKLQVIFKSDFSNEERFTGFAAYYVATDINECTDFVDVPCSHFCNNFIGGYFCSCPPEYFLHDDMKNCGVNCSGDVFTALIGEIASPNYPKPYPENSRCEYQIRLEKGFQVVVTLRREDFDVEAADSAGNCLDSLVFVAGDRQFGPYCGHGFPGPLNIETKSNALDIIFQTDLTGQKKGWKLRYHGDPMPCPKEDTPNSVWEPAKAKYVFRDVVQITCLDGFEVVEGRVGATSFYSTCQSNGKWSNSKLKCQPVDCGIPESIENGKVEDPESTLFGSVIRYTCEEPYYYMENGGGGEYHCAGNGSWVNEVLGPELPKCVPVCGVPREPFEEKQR
# Target sequence (P09871 438-688 limits assumed): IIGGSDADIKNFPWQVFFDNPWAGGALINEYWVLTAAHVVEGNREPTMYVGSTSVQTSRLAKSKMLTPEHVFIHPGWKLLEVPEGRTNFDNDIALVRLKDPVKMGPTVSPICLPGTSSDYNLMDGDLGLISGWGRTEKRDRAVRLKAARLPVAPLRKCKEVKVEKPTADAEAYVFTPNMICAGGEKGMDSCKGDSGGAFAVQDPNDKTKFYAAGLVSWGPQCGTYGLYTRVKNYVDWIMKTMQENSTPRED
# CatL block – blocks human cathepsin L protease activity. P07711. purified cathepsin L, fluorogenic substrate, fluorescence. inhibition, %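 (tested at 10 µM)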. 0.17% of 58,000 active. AID 460; in the data active = inhibition above about 45%;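 also: 0% = enzyme with no compound and 100% = no enzyme blank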
# Cathepsin G inh – inhibitors of human cathepsin G | P08311 | purified enzyme, AMC-tetrapeptide fluorescence, pooled mixtures | inhibition, % at 5 µM (by protocol) | 0.2% of 62,000 active;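 active = inhibition above 20% in each of the two mixture wells holding the compound; inactive = inhibition of 20% or less in either well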;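 also: 0% = enzyme control without mixture and 100% = blank lacking enzyme; strong numbers were not always called active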
# Target sequence (P08311 21-244 limits assumed): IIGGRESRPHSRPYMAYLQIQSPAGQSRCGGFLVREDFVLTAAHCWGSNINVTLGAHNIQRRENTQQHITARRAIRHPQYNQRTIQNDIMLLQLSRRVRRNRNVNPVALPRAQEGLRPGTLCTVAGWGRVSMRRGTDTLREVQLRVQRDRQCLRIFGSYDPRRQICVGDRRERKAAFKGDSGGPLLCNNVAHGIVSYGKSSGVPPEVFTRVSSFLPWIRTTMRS
# A340 absorber – compounds absorbing at 340 nm. 65,000 tested, under 10 active. compound absorbance at 340 nm, fold over control. fold change at 10 µM;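 active = at 10 µM dose, initial 340 nm absorbance at least 2 fold that of control wells; inactive = change under 2 fold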;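 also: initial absorbance extrapolated from kinetic A340 decline of NADH oxidation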
# CatS inh – inhibitors of human cathepsin S. recombinant cathepsin S, AMC dipeptide fluorescence, pooled mixtures. AID 501. inhibition, %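 (tested at 5 µM per compound within 10-compound mixtures)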. P25774. 0.06% of 62,000 active; in the data active = inhibition above about 32%, passing the limit was not always enough; inconclusive = no clear call, values can overlap the other calls;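 also: 0% = enzyme without compound and 100% = blank without enzyme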
# CatB block – blocks human cathepsin B protease activity. P07858. purified cathepsin B, fluorogenic substrate, fluorescence. inhibition, %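 (tested at 10 µM)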. 0.1% of 63,000 active. AID 453; in the data active = inhibition above about 21%;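 also: 0% = enzyme with no compound and 100% = no enzyme blank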
# An asterisk follows results filed as active; ? = inconclusive; . = not tested or not shown. Rule as the data show it, unless noted: active = inhibition above about 20% (passing the limit was not always enough); inactive = the rest. This is a subset; count on the stated rates, not on these rows.
SMILES,FXIa inh mix,CatB mix inh,FXIIa inh mix,C1s inh,CatL block,Cathepsin G inh,A340 absorber,CatS inh,CatB block
O=C(CC(=O)N1CCN(c2ccccn2)CC1)Nc1ccc2nc3n(c(=O)c2c1)CCCCC3,7,4,-3,13,-2,8,1.1,1,0
Cc1cc(S(=O)(=O)NCC(C)C)ccc1OCC(=O)NCc1ccccn1,-1,-3,13,-24,9,-8,1.1,16,3
O=C1c2ccccc2NC(c2cccc(F)c2)N1Cc1ccco1 (stereo not given),1,4,0,-7,-79,2,0.99,-2,-12
CCCn1c(CN2CCCCC2C)nc2c1c(=O)n(C)c(=O)n2C (stereo not given),1,4,-18,2,15,10,1,8,1
Cc1nc2ccccn2c1C(=O)NCc1ccc2c(c1)OCO2,4,5,1,8,5,9,0.98,2,1
CS(=O)(=O)N1CCN(C(=O)c2ccccc2)C1,6,1,-20,-17,-6,-3,1,-2,.
CC(C)(C)OC(=O)N1CCCC1C(=O)N1CCCC1C(=O)N1CCCC1C(=O)O (stereo not given),-25,-9,1,-71,13,-10,1,-5,4
N#Cc1cccc(NC(=O)c2nc(-c3ccccc3)n(-c3ccccc3)n2)c1,11,5,6,-1,7,2,0.98,18,2
O=C(c1cc2c(s1)CCCCC2)N1CCN(c2ncccn2)CC1,7,4,0,-28,21,-1,1.1,5,-3
CSc1ccccc1N=Cc1nc(-c2ccccc2)oc1O,4,2,12,10,0,13,1.1,13,-2
CCOC(=O)C1CCCN(C(=O)C2CCN(Cc3nc(-c4ccc(Cl)cc4)oc3C)CC2)C1 (stereo not given),-1,0,-11,-26,8,0,1,22,4
Cc1ccc(NC(=O)NC2(C(=O)NCc3ccco3)CCCCC2)cc1,7,7,-1,3,-3,4,1,0,-3
CCN(CC)S(=O)(=O)c1cc(-c2nnc(-c3ccc(Br)cc3)o2)ccc1Cl,5,7,7,17,12,13,1,1,1
CCOC(=O)c1[nH]nc2c1C(=O)N(Cc1ccccc1)C2=O,5,1,7,-16,-3,0,1,13,-1
Nc1c2c(nc3ccn(Cc4ccccc4)c(=O)c13)CCC2,-3,1,9,-2,-7,7,1.1,-2,-1
C=CCn1c(SCC(=O)Nc2ccc3c(c2)OCO3)nnc1-c1ccccc1OC,16,37,1,-6,-1,-5,0.96,0,0
COc1ccc(C2=C(O)C(C)N(c3ccccc3)C2=N)cc1OC (stereo not given),-4,4,4,3,27,8,1,8,2
CCOc1cc(C2NC(=O)NC(O)(C(F)(F)F)C2C(=O)c2ccc(OC)cc2)ccc1O (stereo not given),6,0,6,8,5,9,1,-9,3
O=C1NC(c2cccs2)C(C(=O)c2ccccc2)C(O)(C(F)(F)F)N1 (stereo not given),-2,-5,3,15,1,-8,1,-1,1
COC(=O)c1sc2cnccc2c1N,-12,-3,3,-50,-103,-3,1,0,-4
COc1ccc(C(CNC(=O)Cc2cc(OC)c(OC)c(OC)c2)N2CCCC2)cc1 (stereo not given),-7,36,7,-20,-1,-5,1,3,9
CC(=O)c1cccc(NC(=O)CCS(=O)(=O)c2cccc3nonc23)c1,14,-3,-3,11,17,11,1,0,7
CCC(Sc1ccc2nnc(-c3ccc(F)cc3)n2n1)C(=O)O (stereo not given),-1,-1,-1,3,-1,-1,1,11,-2
O=C(c1ccco1)N1CCN(c2ncnc3c(-c4ccccc4)nsc23)CC1,14,3,-9,12,21,10,1,5,2
N#C/C(=C\Nc1ccc2c(c1)OCCO2)c1nc2ccccc2[nH]1,1,0,9,5,.,4,1.2,-6,7
Cc1ccccc1-c1nc(-c2cccnc2)no1,7,2,-2,-4,-5,-12,0.96,-3,1
O=C(NCC1CCCO1)C1CCN(c2ccc(S(=O)(=O)N3CCCC3)cc2)CC1 (stereo not given),2,7,-1,12,-5,11,0.98,22,4
COc1cccc(CNC(=O)C2CCN(S(=O)(=O)c3ccccc3)CC2)c1,1,4,1,0,0,7,0.99,-2,0
CCCOc1ccc(S(=O)(=O)NCc2ccc(OC)cc2)cc1,2,4,6,13,-7,13,1,-1,5
O=C1CCCC/C1=C\Nc1ccc(O)cc1,-3,3,3,0,7,8,1.3,7,1

# Look-ups from the results shown:
# Value of COc1cccc(CNC(=O)C2CCN(S(=O)(=O)c3ccccc3)CC2)c1 in A340 absorber: 0.99
# Value of COc1ccc(C(CNC(=O)Cc2cc(OC)c(OC)c(OC)c2)N2CCCC2)cc1 (stereo not given) in CatB block: 9

# Other entries
SMILES,FXIa inh mix,CatB mix inh,FXIIa inh mix,C1s inh,CatL block,Cathepsin G inh,A340 absorber,CatS inh,CatB block
O=C1CC(C(F)(F)C(F)(F)C(F)(F)C(F)F)=Nc2ccccc2N1,6,7,9,-25,7,0,1,25,3
COc1ccccc1NC(=O)CSc1nnc(Cn2cnc3ccccc32)n1C,3,0,-3,11,9,6,0.99,0,1
CC12CC(c3ccccc3O1)C(C(=O)NCc1ccccc1)C(=O)N2 (stereo not given),-4,-1,6,-1,0,11,0.97,8,8
Cc1cc(C)c2cc(CN(Cc3cccs3)Cc3nnnn3CC3CCCO3)c(=O)[nH]c2c1 (stereo not given),11,-1,6,5,.,1,1.1,-2,3
C(=N\n1cnnc1)/c1cccnc1,6,6,6,-33,3,-10,1,?,-4
Cc1nn(-c2ccccc2)c2c1C(c1c(C)[nH]c(C#N)c1C)C(C#N)=C(N)O2 (stereo not given),5,5,3,3,3,2,0.99,6,3
CCc1ccc(Nc2nc(N)nc(CSc3nnnn3-c3ccccc3)n2)cc1,7,-2,9,-5,.,-3,1.1,-11,0
c1ccc(CSc2nnc(-c3cccs3)n2Cc2ccco2)cc1,7,4,-19,7,-4,8,1,-1,2
CCOC(=O)c1ccc(NC(=O)NCCN2CCCCC2)cc1,4,5,4,10,-2,12,1,-3,3
CC12CCC3(CO)COC(c4ccccc4O1)C2C3 (stereo not given),7,0,-1,-10,23,-2,1,21,2
O=C(NCc1ccc(F)cc1)C1C2C=CC3(CN(Cc4cccnc4)C(=O)C13)O2 (stereo not given),0,-5,0,-6,.,-7,1,-4,-7
C1CSC2(N1)C1CC3CC(C1)CC2C3 (stereo not given),-3,2,11,-6,-2,6,0.99,-2,3
CC(C)(C)c1cc(C(c2cccnc2)N2CCN(CCO)CC2)cc(C(C)(C)C)c1O (stereo not given),4,4,-16,12,8,12,1.1,1,-1
CCCCCCNC(=O)c1c(N)n(/N=C/c2ccco2)c2nc3ccccc3nc12,-5,7,10,10,-54,7,1.1,-2,0
COc1ccc(S(=O)(=O)N2Cc3ccccc3CC2C(=O)Nc2nccs2)cc1OC (stereo not given),4,6,4,-30,.,-6,1,11,4
CC1=C(/C=C/C(C)=C/C=C/C(C)=C/C(=O)O)C(C)(C)CCC1,6,3,4,-10,11,-13,1,2,3
O=C(O)c1ccc(-n2cccc2)cc1O,6,0,4,-19,.,5,1,5,3
CC(=O)N1CCN(CC(=O)Nc2c(Cl)cc(Cl)cc2Cl)CC1,3,1,1,13,-9,7,1.1,-6,-1
CC1(C)CNC(=O)c2sc(N3CCCCC3)nc2C1,0,-2,-14,-3,33,-3,1.1,6,0
Cc1ncc(CO)c2cc(S(=O)(=O)c3ccc(F)cc3)c(=O)oc12,2,-1,-3,14,16,9,1,7,6
CCOC(=O)c1c(C)[nH]c(NC(=O)N2CCOCC2)c1C,5,0,3,-4,8,-3,1,9,-4
N#Cc1cc2c(nc1SCC(=O)Nc1sc3c(c1C#N)CCC3)CCCCC2,4,7,-2,14,1,14,1,19,4
COc1ccc(C2CC(c3ccco3)n3ncnc3N2)cc1 (stereo not given),5,4,6,15,11,8,0.97,0,3
CCc1c(C)sc(NC(=O)c2cc(C)no2)c1C#N,9,3,0,4,-8,9,1.1,-1,1
O=c1[nH]c2ccccc2n1C1=CCCC1,4,-4,4,-9,2,-5,0.99,-1,0
COc1ccc(OCC(=O)OCCN2C(=O)c3ccccc3C2=O)cc1,-1,0,4,-4,8,1,1,-3,-2
CCOC(=O)c1nnn(-c2nonc2N)c1CN1CCCCCC1,6,1,8,13,0,8,0.99,-5,0
CCCCCCn1c(NCC)nc2c1c(=O)[nH]c(=O)n2C,7,5,12,9,-8,10,0.99,10,4
CCS(=O)(=O)c1ccc(O)c(NC(=O)c2cc(OC)c(OC)c(OC)c2)c1,-19,-8,4,-156,4,-13,1.1,-20,-2
CCCCOc1ccc(OC(=O)c2cccnc2)cc1,1,3,-19,8,3,10,0.98,-1,6
CCN1CCN(Cc2cc(=O)oc3cc(C)cc(C)c23)CC1,11,-4,0,7,-6,4,1.1,3,-2
COc1cc(CN2CCN(C(=O)CC(C)C)CC2)cc(OC)c1OC,7,-2,14,14,3,9,1,-8,2
CC(C)C(NC(=O)OCc1ccccc1)C(=O)OCC(=O)NCc1ccco1 (stereo not given),3,3,-21,-10,3,-9,0.99,-4,1
CCn1c(SCC(=O)Nc2cc(C)on2)nnc1-c1ccc(S(=O)(=O)N2CCCC2)cc1,3,3,2,11,.,13,1,18,6
Cn1c(-n2c(CCN3C(=O)c4ccccc4C3=O)nc3ccccc3c2=O)nc2ccccc21,-30,-17,4,-35,12,-26,1.1,-19,-1
O=C(NCc1ccc(F)cc1)N[C@@H](Cc1ccccc1)C(=O)O,-2,7,3,-26,-4,-15,1,21,8
CC(=O)c1cc2c(cc1NC(=O)CN1CCN(c3cccc(C(F)(F)F)c3)CC1)OCO2,12,-1,4,7,2,6,1.1,-2,2
O=C(c1cc(Cl)ccc1Cl)N1CCOCC1,5,4,2,-2,5,-6,1,11,2
COc1ccccc1C(=O)NCCn1cc(SCC(=O)Nc2nnc(C)s2)c2ccccc21,-4,5,-11,4,2,9,0.99,6,1
COc1ccccc1-n1c(=S)sc2c(=O)n(Cc3ccco3)c(SC)nc21,-4,2,4,-5,8,10,1.1,17,1
CCCC1(C(=O)O)NC(c2ccc(OC)cc2O)C2C(=O)N(c3ccc(OC)cc3)C(=O)C21 (stereo not given),2,16,5,-1,15,7,1,6,0
O=C1CC(=O)CC(c2ccccc2Cl)C1,8,0,5,-26,-2,-5,1,-3,-1
CCCCn1c(SCc2cc(=O)n3ccsc3n2)nc2cc(C(=O)OC)ccc2c1=O,-4,0,2,2,24,8,1.1,4,5
COCCCN1C(=O)C(O)=C(C(=O)c2ccco2)C1c1ccc(Br)cc1 (stereo not given),6,5,-15,5,-1,8,1,-4,2
O=C(CCCc1ccccc1)NCCCN1CCOCC1,8,4,1,16,.,9,1,1,0
CCN(C1CCCCC1)S(=O)(=O)c1cn(C)c(=O)n(C)c1=O,-10,-1,5,-69,-2,-2,1,-5,-3
Cc1c(N2C(=O)C(C)SC23C(=O)Nc2ccccc23)c(=O)n(-c2ccccc2)n1C (stereo not given),6,-1,8,-31,22,35,1,4,-3
Cn1nc(C(=O)Nc2ccc(S(=O)(=O)N3CCCCC3)cc2)ccc1=O,2,5,-1,-6,14,-1,1,6,-1
CC(C)Cn1cc(C(=O)N2CCOCC2)c2c3ccccc3n(C)c2c1=O,0,2,4,-4,-12,3,1.1,2,1
O=C(CC1CCCCC1)NCc1ccccn1,-1,-12,2,-11,10,9,0.99,-1,-2
COCCCNC(=O)CSC1=Nc2ccccc2C2=NC(CC(=O)NCc3ccccc3)C(=O)N12 (stereo not given),5,3,5,-11,.,-1,1,8,-1
Cc1ccc(C)c(C(=O)CSc2n[nH]c(C(C)C)n2)c1,-8,-5,3,-28,4,-9,1,-7,0
CCOc1ccc(C2/C(=C(/O)c3ccc(Cl)cc3)C(=O)C(=O)N2CCCN(C)C)cc1OC (stereo not given),2,4,9,5,-3,12,1,0,3

# Source: PubChem (several laboratories)
